F508del corr: F508del CFTR correction, initial screen, CFBE line, single point | CFBE cells, YFP halide quenching; stimulated with forskolin plus potentiator P3; % fluorescence drop versus neutral controls | activity (quench increase), % at 7.58 µM | 350,000 tested, 0.36% active;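 active = mean added fluorescence quench of at least 8% versus neutral control, with both replicates also reaching 8%; inconclusive = only one of the mean or replicate conditions met; inactive = mean below 8% and not both replicates reaching 8%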;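 note: cells transiently co-express mutant CFTR-F508del with the halide-sensitive YFP; corrector assay measuring rescue of mutant channel to the surface after 24 h compound exposure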
miR122 inh: miR-122 Renilla sensor signal increase in Huh7, primary screen, miR-122 inhibitor project, cell-based, single point, plate reader | Huh7 miR-122 Renilla luciferase sensor, 48 h; neutral wells = 0, positive control = 100 | activation (reporter increase), % at 12.5 µM | 340,000 tested, 0.3% active | AID 602342, 2012;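 active = mean replicate activation score at least 90 and every replicate individually at or above 90; inconclusive = only one of the two criteria met; inactive = neither criterion met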;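 note: higher luciferase means less miR-122 activity so hits act as miR-122 inhibitors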
SIRT5 inh: SIRT5 desuccinylase inhibitors, primary screen, biochemical, fluorescence imaging, single point, set 5; inhibition, % at 15 µM; AID 652115, 2013; 330,000 tested, 1.1% active; Purified SirT5, succinyl-peptide AMC, trypsin-coupled fluorescence; in the data active = inhibition above about 15%; inconclusive = no clear call, values can overlap the other calls
Target sequence (Q9NXA8 whole entry, looked up): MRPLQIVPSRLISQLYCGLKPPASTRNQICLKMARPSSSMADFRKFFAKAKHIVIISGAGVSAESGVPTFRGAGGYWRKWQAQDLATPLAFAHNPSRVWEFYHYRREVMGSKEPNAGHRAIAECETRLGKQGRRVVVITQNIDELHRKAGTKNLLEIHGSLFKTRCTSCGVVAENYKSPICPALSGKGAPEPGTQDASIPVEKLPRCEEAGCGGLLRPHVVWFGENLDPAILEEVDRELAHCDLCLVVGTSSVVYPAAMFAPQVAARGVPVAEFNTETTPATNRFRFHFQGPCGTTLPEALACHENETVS
ERAP1 inh: human ERAP1 aminopeptidase inhibitors, primary screen, biochemical, single point, plate reader; inhibition, % at 10.7 µM; 340,000 tested, 0.15% active; Endoplasmic reticulum aminopeptidase 1 (Homo sapiens), Q9NZ08; recombinant ERAP1, Leu-AMC fluorescence, 60 min;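 active = mean replicate inhibition of at least 30%, or all replicates individually reaching that 30% level; inactive = mean below 30% and not every replicate reaching it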;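 note: 0% = neutral control wells and 100% = L-leucinethiol positive control wells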
ERp5 block: inhibitors of ERp5-driven insulin aggregation, primary screen, biochemical, turbidity, absorbance 650 nm, single point; Protein disulfide-isomerase A6 (Homo sapiens), Q15084; 90 min; AID 651711, 2012; inhibition, % at 9.99 µM; 350,000 tested, 0.05% active;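 active = mean replicate inhibition above about 25%, with every replicate also reaching it, limit read from the data, passing the limit was not always enough; inconclusive = only one of those two criteria met; inactive = neither criterion met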
Target sequence (Q15084 whole entry, looked up): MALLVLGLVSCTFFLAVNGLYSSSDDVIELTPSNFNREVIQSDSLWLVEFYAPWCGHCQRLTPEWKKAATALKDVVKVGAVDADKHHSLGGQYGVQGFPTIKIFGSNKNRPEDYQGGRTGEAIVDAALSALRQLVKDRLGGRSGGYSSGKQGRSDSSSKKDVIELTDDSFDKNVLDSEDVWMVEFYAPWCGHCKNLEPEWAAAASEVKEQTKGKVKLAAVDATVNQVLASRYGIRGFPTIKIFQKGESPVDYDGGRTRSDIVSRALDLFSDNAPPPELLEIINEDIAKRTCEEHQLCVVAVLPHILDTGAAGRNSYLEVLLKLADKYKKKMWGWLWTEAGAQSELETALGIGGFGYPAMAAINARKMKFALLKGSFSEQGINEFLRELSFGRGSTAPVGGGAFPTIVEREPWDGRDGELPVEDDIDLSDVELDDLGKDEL
CASP6 VEID inh: human caspase-6 inhibitors, primary screen, biochemical, VEID-R110 fluorescence, single point, set 2; P55212; purified caspase-6, Z-VEID-R110 cleavage fluorescence; inhibition, % at 12.5 µM; 350,000 tested, 0.53% active;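 active = mean inhibition across replicates at least about 35%, with every replicate also reaching that limit, limit read from the data; inconclusive = only one of the two criteria met; inactive = neither criterion met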;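 note: 0% = median of neutral control wells and 100% = no fluorescence left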
Target sequence (P55212 24-179 limits assumed): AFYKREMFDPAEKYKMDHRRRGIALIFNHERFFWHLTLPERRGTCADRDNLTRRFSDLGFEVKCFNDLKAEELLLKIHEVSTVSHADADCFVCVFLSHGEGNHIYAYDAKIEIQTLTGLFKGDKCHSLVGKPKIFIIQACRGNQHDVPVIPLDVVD
Target sequence (P55212 194-293 limits assumed): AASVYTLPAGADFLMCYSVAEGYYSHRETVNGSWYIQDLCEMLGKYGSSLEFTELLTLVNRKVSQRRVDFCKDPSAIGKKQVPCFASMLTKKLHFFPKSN
DENV2 CPE: inhibitors of DENV2 cytopathic effect, primary screen, cell-based, plate reader, single concentration. 350,000 tested, 1.7% active. CPE inhibition, % at 9.99 µM. DENV2-infected cells, cytopathic effect rescue; in the data active = CPE inhibition above about 20%, passing the limit was not always enough; inconclusive = no clear call, values can overlap the other calls; tested in BHK-21 cells;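 note: 0% = median of neutral control wells and 100% = median of positive control wells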
* marks the source's active call; other numbers are inactive results; ? = inconclusive; . = no result given; [ ] = another dose, or the depositor's remark.

F508del corr | miR122 inh | SIRT5 inh | ERAP1 inh | ERp5 block | CASP6 VEID inh | DENV2 CPE | compound
0.1 | 0.7[16.7 µM] | 8.7 | -0.3 | -4.7 | 0.8 | 0.2 | C[C@@H]1CN([C@H](C)CO)C(=O)c2cc(NC(=O)NC3CCCCC3)ccc2O[C@@H](C)CCCCO[C@H]1CN(C)C(=O)CCC(F)(F)F
-0.5 | . | -0.3 | -1.6 | -0.9 | 1.0 | 0.1 | O=C1CN(C(=O)CNC(=O)c2cccc(Cl)c2)c2ccccc2N1
0.0 | . | -0.3 | -2.3 | -3.6 | 9.3 | -2.7 | C/C(CC(=O)Nc1ccc2c(c1)OCCO2)=N\NC(=O)COc1ccc(C)cc1
-0.3 | -3.9 | -2.9 | 5.1 | -3.2 | -1.6 | 4.6 | Cc1c(NC(=O)c2ccc(S(=O)(=O)Nc3ccccc3F)cc2)c(=O)n(-c2ccccc2)n1C
0.1 | . | -0.1 | 4.8 | 0.3 | -0.5 | 5.7 | COc1cc(OC)cc(C(=O)NCCN2C(=O)S/C(=C\c3cccs3)C2=O)c1
0.4 | -4.4 | -0.1 | 0.6 | -4.2 | -0.7 | 5.2 | Cc1cc2cc(CNC(=O)c3ccc(S(=O)(=O)N(C)C)cc3)ccc2n1C
-2.8 | 2.7 | -3.6 | -2.5 | 5.6 | -2.7 | 2.1 | O=C(N/N=C/c1ccc([N+](=O)[O-])cc1)c1cccc(N2CCCC2=O)c1
0.1 | -0.4 | 6.5 | -3.6 | 5.7 | 7.1 | 4.3 | CC1=C(C(=O)N(C)C)CC(CC(=O)NCCCCc2ccccc2)C(=O)N1Cc1ccccc1 (configuration not stated)
-0.3 | -4.6 | -3.3 | -1.0 | -3.6 | -3.1 | -7.5 | CC1CCCN(C(=O)CSc2nnc3ccccn23)C1 (configuration not stated)
1.1 | -4.0 | 0.4 | -2.3 | 2.9 | 0.2 | -1.9 | Nc1nc(NCc2ccco2)nc(Nc2cccc(F)c2)c1[N+](=O)[O-]
-3.2 | -3.6 | . | 0.8 | 3.1 | -1.9 | . | O=[N+]([O-])c1cc(-c2csc(NCCc3nc4cc(Cl)c(N5CCCCC5)cc4n3CCCO)n2)ccc1Cl
. | -5.8[16.7 µM] | 7.3 | 1.4 | 3.4 | 0.8 | 15.7 | C[C@@H]1CN([C@H](C)CO)C(=O)c2cc(Br)cnc2O[C@@H]1CN(C)C(=O)Nc1ccc(F)cc1
-2.3 | 6.9 | -0.2 | -4.7 | -7.9 | 5.5 | 2.3 | COc1ccccc1CNC(=O)c1ccc(SC)cc1OC
1.6 | . | -4.4 | . | 2.7 | 4.4 | 2.7 | CN(C)NC(=S)NC1CC2CCC1C2 (configuration not stated)
-0.3 | -0.3 | -10.5 | 16.9 | 4.5 | -1.3 | -6.7 | CCOc1ccc(-n2ccnc(SCC(=O)Nc3ccc(CC)cc3)c2=O)cc1
1.4 | -5.2[16.7 µM] | . | . | . | . | 2.2 | C[C@@H]1CN([C@@H](C)CO)C(=O)c2cc(NS(=O)(=O)c3ccc(F)cc3)ccc2O[C@H]1CN(C)S(=O)(=O)c1ccccc1
-1.7 | . | -2.1 | -3.4 | 0.7 | 6.3 | 5.6 | O=C(COc1ccccc1)NCC1COc2ccccc2O1 (configuration not stated)
-1.5 | 12.9 | -1.5 | 6.6 | 1.0 | 4.8 | -4.3 | Cc1ccc(Nc2ncnc3c2nnn3Cc2ccccc2)cc1
-3.5 | . | . | -3.1 | -4.8 | -10.5 | -0.5 | COc1cccc(NC(=S)NC2CC3CCCC(C2)N3C2CCCC2)c1 (configuration not stated)
0.2 | -0.8 | -2.4 | -1.0 | -2.6 | 7.0 | 5.2 | COc1ccc(NC(=O)c2ccco2)cc1NC(=O)c1c(OC)cccc1OC
0.6 | -2.2[16.7 µM] | -3.5 | -0.7 | 11.2 | 10.5 | 7.7 | C[C@H](CO)N1C[C@H](C)[C@H](CN(C)S(=O)(=O)c2cn(C)cn2)Oc2ncc(Br)cc2C1=O
-3.0 | 5.7 | -4.4 | 0.2 | -4.8 | 0.8 | 8.8 | Fc1ccccc1NC(=S)NCCc1cccc(Cl)c1
-2.1 | . | 1.1 | 9.7 | -8.2 | -4.0 | 0.5 | CS(=O)(=O)NCCCCCCNS(C)(=O)=O
1.6 | . | 1.7 | 1.0 | 5.5 | 1.5 | -0.5 | NS(=O)(=O)c1cccc(NC(=O)COC(=O)Cc2ccc(S(=O)(=O)N3CCCCC3)s2)c1
1.9 | . | -2.8 | 3.7 | -4.2 | -0.8 | -0.6 | O=C(COC(=O)C1CCC1)Nc1cccc(S(=O)(=O)N2CCOCC2)c1
-1.6 | . | 0.3 | -3.7 | 1.3 | -3.5 | -24.0 | CCN(CC)CCCC(C)NC(=O)c1c(NC(=O)c2ccccc2)sc2c1CCCC2 (configuration not stated)
-1.4 | . | -6.9 | 0.0 | -0.4 | 0.0 | -4.5 | COc1ccc(COCC(O)CN(Cc2ccccc2)C(C)C)cc1OC (configuration not stated)
-0.4 | -0.5 | -1.0 | 1.5 | -1.7 | -2.5 | 3.4 | COc1cccc(NC(=O)COC(=O)c2ccccc2C(=O)N(C)c2ccccc2)c1
0.3 | . | 0.0 | 0.8 | 0.2 | 6.8 | 2.3 | COC(=O)c1c(CC[C@@H](CO)NC(=O)N[C@H](Cn2cc(Cc3ccccc3)nn2)C(C)C)oc(C(C)=O)c1C(=O)OC
5.8 | 0.6 | 2.2 | -1.2 | 3.3 | -0.7 | . | COC(=O)C1=C(C)N(C2CCCCC2)C(=O)/C1=C\c1cccs1

2 compounds from above, limited to CASP6 VEID inh, DENV2 CPE and miR122 inh:
| compound | CASP6 VEID inh | DENV2 CPE | miR122 inh |
| --- | --- | --- | --- |
| C/C(CC(=O)Nc1ccc2c(c1)OCCO2)=N\NC(=O)COc1ccc(C)cc1 | 9.3 | -2.7 | . |
| Cc1c(NC(=O)c2ccc(S(=O)(=O)Nc3ccccc3F)cc2)c(=O)n(-c2ccccc2)n1C | -1.6 | 4.6 | -3.9 |

More compounds:
F508del corr | miR122 inh | SIRT5 inh | ERAP1 inh | ERp5 block | CASP6 VEID inh | DENV2 CPE | compound
1.0 | -0.3[16.7 µM] | 8.5 | 1.5 | 2.3 | -1.6 | -12.7 | C[C@H]1CN([C@@H](C)CO)S(=O)(=O)c2ccc(-c3ccccc3)cc2O[C@@H]1CN(C)Cc1ccncc1
-1.7 | -2.3[16.7 µM] | 0.7 | 0.0 | 3.6 | -2.1 | -10.5 | C[C@H]1CN([C@@H](C)CO)C(=O)c2cc(NC(=O)Nc3ccccc3)ccc2O[C@H]1CN(C)S(=O)(=O)c1ccc(Cl)cc1
1.8 | 5.5[16.7 µM] | -3.8 | -2.7 | 2.3 | 0.0 | 2.3 | CCC(=O)N1CCCCN2[C@@H](CO)[C@@H](c3ccc(-c4cccc(C(=O)N(C)C)c4)cc3)[C@@H]2C1
-3.1 | -5.2[16.7 µM] | -3.6 | 2.7 | 1.3 | 0.3 | -11.1 | Cc1ccc(S(=O)(=O)N(C)C[C@@H]2OCCCC[C@H](C)Oc3ccc(NC(=O)Nc4ccc(C(F)(F)F)cc4)cc3C(=O)N([C@@H](C)CO)C[C@@H]2C)cc1
2.8 | 7.0 | -4.3 | 2.4 | -0.1 | -12.0 | -15.9 | Cc1cc(N2CCN(C)CC2)nc2ccc(NC(=S)NCc3cccs3)cc12
-2.5 | . | 3.9 | 5.6 | 7.9 | 3.2 | -4.5 | O=C(NCc1ccccc1F)c1cccc(S(=O)(=O)N2CCCCC2)c1
. | . | 3.8 | -9.0 | 1.0 | 1.1 | 5.7 | COC(=O)/C=C/c1ccc(OC(=O)OC)c(OC(=O)OC)c1
0.9 | -2.9 | 2.5 | -2.8 | -1.0 | 4.4 | -3.9 | N#C/C(=C/c1ccccc1)C(=O)OCC(=O)Nc1ccccc1[N+](=O)[O-]
. | . | -1.5 | 2.6 | -5.0 | -0.1 | 5.6 | COC(=O)c1[nH]c2ccc(F)cc2c1NS(=O)(=O)c1ccc(OC)cc1
-0.5 | -0.3[16.7 µM] | -5.4 | 0.9 | -2.3 | 2.0 | 13.7 | Cc1noc(C)c1NC(=O)N(C)C[C@@H]1Oc2cc(C#CCN(C)C)ccc2S(=O)(=O)N([C@@H](C)CO)C[C@@H]1C
-0.2 | 1.1 | -1.7 | 2.8 | 2.3 | -3.4 | 12.3 | CCOc1ccc(CCNC(=O)c2ccc(CS(=O)Cc3cccc(Cl)c3)o2)cc1 (configuration not stated)
0.2 | . | . | 0.6 | -7.0 | 14.9 | -12.4 | NC1=NC[C@H](Cc2ccc(O)cc2)N1CCCCC1CCCCC1
4.3 | -5.5 | -1.1 | -1.6 | 10.0 | -1.7 | -7.3 | O=C(CSc1nnc(-c2ccncc2)o1)Nc1cccc(Cl)c1
1.0 | 2.6[16.7 µM] | 5.4 | -1.2 | -12.8 | -3.0 | 6.9 | C[C@@H]1CN([C@@H](C)CO)C(=O)Cc2cc(NC(=O)CCC(F)(F)F)ccc2O[C@@H]1CN(C)Cc1ccc(C(=O)Nc2ccccc2N)cc1
2.2 | -7.2 | -1.5 | 1.3 | 3.3 | 1.8 | 8.2 | O=C(NNc1ncc(C(F)(F)F)cc1Cl)c1ccc(Cl)c(Cl)c1
-0.8 | . | -2.7 | 0.5 | -1.1 | 1.1 | 2.1 | COc1cccc(CNC(=O)C[C@H]2CC[C@@H](NS(=O)(=O)c3ccccc3OC)[C@@H](CO)O2)c1
-2.3 | -7.3[16.7 µM] | -1.6 | -3.6 | 0.4 | -2.5 | -0.9 | C[C@@H]1CN([C@@H](C)CO)C(=O)c2cccc(NS(=O)(=O)c3ccc(Cl)cc3)c2O[C@H]1CN(C)S(=O)(=O)c1ccc(Cl)cc1
0.2 | 5.6[16.7 µM] | -3.6 | -1.3 | 1.0 | -0.1 | -5.6 | CCNC(=O)Nc1ccc2c(c1)C(=O)N(C)[C@H]1CC[C@@H](CC(=O)NC3CCCCC3)O[C@H]1CO2
-4.4 | 4.9[16.7 µM] | -0.3 | 2.7 | 2.5 | -6.0 | ? | C[C@H]1CN([C@@H](C)CO)C(=O)c2cccc(NS(=O)(=O)c3cccs3)c2O[C@@H]1CN(C)Cc1ccc(-c2ccccc2)cc1
-0.8 | -4.6[16.7 µM] | -2.7 | 2.1 | 0.8 | 0.4 | -10.4 | COc1ccc(CN(C)C[C@@H]2OCCCC[C@H](C)Oc3ccc(NC(=O)NC(C)C)cc3C(=O)N([C@H](C)CO)C[C@@H]2C)cc1
-0.4 | 10.9[16.7 µM] | 5.1 | -3.7 | -1.7 | 0.1 | -9.8 | C[C@@H]1CN([C@H](C)CO)C(=O)c2cc(NC(=O)NC3CCCCC3)ccc2O[C@@H](C)CCCCO[C@@H]1CN(C)C(=O)c1ccccc1
1.2 | -3.4 | 0.5 | -3.1 | 0.7 | -0.3 | -1.6 | CCCC(=O)Nc1ccc(-c2csc(-c3cccnc3)n2)cc1
4.1 | . | -3.9 | 2.4 | 12.8 | 4.4 | -1.1 | COc1ccc2oc(C(=O)OCC(=O)N3CCN(S(=O)(=O)c4ccccc4)CC3)c(C)c2c1
-0.4 | -2.3 | -1.8 | -0.5 | -3.2 | -3.8 | 3.5 | CN(Cc1cccnc1)C(=O)CNC(=O)COc1ccccc1
-0.4 | -1.9 | -1.3 | 1.8 | 0.2 | 1.1 | -0.9 | COc1ccc(C(CNC(=O)c2cccc(S(=O)(=O)Nc3ccc(F)cc3)c2)N2CCCCC2)cc1 (configuration not stated)

Structures above that have bromine, in the order listed:
F508del corr | miR122 inh | SIRT5 inh | ERAP1 inh | ERp5 block | CASP6 VEID inh | DENV2 CPE | compound
. | -5.8[16.7 µM] | 7.3 | 1.4 | 3.4 | 0.8 | 15.7 | C[C@@H]1CN([C@H](C)CO)C(=O)c2cc(Br)cnc2O[C@@H]1CN(C)C(=O)Nc1ccc(F)cc1
0.6 | -2.2[16.7 µM] | -3.5 | -0.7 | 11.2 | 10.5 | 7.7 | C[C@H](CO)N1C[C@H](C)[C@H](CN(C)S(=O)(=O)c2cn(C)cn2)Oc2ncc(Br)cc2C1=O

Screens (PubChem)
